Screening results (PubChem)
Wee1 stabilizer – blocks degradation of human Wee1 kinase; P30291; HeLa Luc-Wee1K328M stability, luciferase luminescence; 100% = proteasome inhibitor MG132 effect; reporter increase, % at 5 µM; actives 1.2% (n = 220,000); AID 1321;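 active means activation above the mean of all tested compounds plus 3 SD, set per screening run, cut at about 8.8% in these data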;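 further: cells exposed to compound for 20 h before luminescence read; 0% = DMSO alone and 100% = MG132 at 30 µM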
RBBP9 inh – blocks human serine hydrolase RBBP9 | O75884 | recombinant RBBP9, FP-Rh probe fluorescence polarization | inhibition, % at 7.94 µM | actives 0.2% (n = 220,000) | AID 1515;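 active means inhibition above the campaign mean of all tested compounds plus 3 SD, cut at about 14% in these data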;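 further: plate controls were DMSO wells with RBBP9 for no effect and wells lacking RBBP9 protein for full effect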
Target sequence (O75884 whole entry, looked up): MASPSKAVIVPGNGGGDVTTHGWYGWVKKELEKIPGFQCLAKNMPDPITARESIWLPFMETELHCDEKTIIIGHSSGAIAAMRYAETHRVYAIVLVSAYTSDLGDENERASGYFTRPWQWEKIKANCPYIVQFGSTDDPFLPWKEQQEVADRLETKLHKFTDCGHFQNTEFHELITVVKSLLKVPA
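System: RBBP9 protein / Quantity: 2.5 µM RBBP9 dispensing solution, before mixing / Also added: Serine-hydrolase probe FP-Rh, 375 nM pre-mixing / Dosing: 7.94 µM single dose, 0.794% DMSO / Timing: enzyme-compound preincubation 30 min, then probe labeling 45 min, 25 °C / Signal: FP readout at 525/598 nm / Controls: DMSO-treated enzyme wells and wells lacking RBBP9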
TNF death inh – inhibitors of TNF-alpha induced necroptosis in Jurkat FADD-/- cells; activation (protection from cell death), % at 10 µM; AID 463075; actives 0.068% (n = 220,000); Jurkat FADD-/- TNF necroptosis rescue, ATP luminescence, 24 h; 0 = TNF only, 100 = no-TNF cells;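 active means activation, meaning protection from cell death, of at least 50% relative to plate controls; inactive means activation below 50%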;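 further: necroptosis triggered by 40 ng/mL TNF-alpha added together with compound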
CHOP inhibitor – blocks CHOP induction under ER stress | CHO-K1 CHOP-promoter luciferase, tunicamycin-induced, 15-18 h | inhibition, % at 10 µM | actives 3.8% (n = 220,000);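 active means compounds that reduced the stress-induced luciferase reporter signal by more than about 70% of percent inhibition, limit read from the data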;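 further: 0% = tunicamycin plus vehicle and 100% = wells without tunicamycin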
Ba/F3 V617F tox – lowers viability of Ba/F3 cells expressing EpoR and JAK2V617F. ATP luminescence. inhibition, % at 5.6 µM. actives 1.1% (n = 220,000);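 active means inhibition above the campaign mean plus 3 SD over all tested compounds, cut at about 24% in these data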;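 further: cytokine-independent growth of Ba/F3 cells driven by EpoR plus mutant JAK2; 0% = DMSO-treated cells and 100% = JAK inhibitor I control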
zfTRPN1 agonist – agonists of zebrafish TRPN1 channel; HEK293 zebrafish TRPN1-YFP, Fluo-8 calcium fluorescence; 100% = response to 87 µM carbachol; activation, % at 3 µM; actives 0.18% (n = 220,000); AID 1424;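 active means activation above its plate's cutoff, the mean activation of test wells on that plate plus 3 SD, cut at about 19% in these data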;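 further: 0% = DMSO alone and 100% = 87 µM carbachol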
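Material: zebrafish TRPN1-YFP in HEK293 cells. Doses: one dose of 3 µM, 0.3% DMSO. Incubation: dye 1 h 37 °C plus 30 min RT. Measured by: intracellular calcium fluorescence with Fluo-8.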
BaF3 tox – counter-screen for JAK2V617F inhibitors: parental Ba/F3 viability inhibitors; CellTiter-Glo ATP luminescence; inhibition, % at 5.6 µM; actives 1.1% (n = 220,000); AID 1486;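 active means inhibition above a per-campaign cutoff, the mean inhibition of all tested compounds plus 3 SD, cut at about 27% in these data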;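 further: 0% = DMSO wells and 100% = JAK Inhibitor I control wells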
PPC-1+TRAIL kill – PPC-1 cancer cell killing with TRAIL present; PPC-1 cells + TRAIL, ATPLite viability luminescence; cell killing (% activity), % at 4 µM; actives 0.41% (n = 220,000); AID 1443;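 active means cell killing above 50% in the first pass at 4 µM, then a duplicate retest at 5 µM averaging 50% or more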;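 further: plate controls were cells with TRAIL plus DMSO for no effect and medium-only wells lacking cells for full effect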
TRPML3 ag – agonists of human TRPML3 channel. Q8TDD5. HEK293 TRPML3-YFP, Fluo-8 calcium fluorescence; 100% = the carbachol control signal. activation, % at 3 µM. actives 0.29% (n = 220,000);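 active means activation above its plate's cutoff, the mean activation of the plate's test wells plus 3 SD, cut at about 12% in these data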;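 further: 0% = DMSO only wells and 100% = carbachol wells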
Target sequence (Q8TDD5 whole entry, looked up): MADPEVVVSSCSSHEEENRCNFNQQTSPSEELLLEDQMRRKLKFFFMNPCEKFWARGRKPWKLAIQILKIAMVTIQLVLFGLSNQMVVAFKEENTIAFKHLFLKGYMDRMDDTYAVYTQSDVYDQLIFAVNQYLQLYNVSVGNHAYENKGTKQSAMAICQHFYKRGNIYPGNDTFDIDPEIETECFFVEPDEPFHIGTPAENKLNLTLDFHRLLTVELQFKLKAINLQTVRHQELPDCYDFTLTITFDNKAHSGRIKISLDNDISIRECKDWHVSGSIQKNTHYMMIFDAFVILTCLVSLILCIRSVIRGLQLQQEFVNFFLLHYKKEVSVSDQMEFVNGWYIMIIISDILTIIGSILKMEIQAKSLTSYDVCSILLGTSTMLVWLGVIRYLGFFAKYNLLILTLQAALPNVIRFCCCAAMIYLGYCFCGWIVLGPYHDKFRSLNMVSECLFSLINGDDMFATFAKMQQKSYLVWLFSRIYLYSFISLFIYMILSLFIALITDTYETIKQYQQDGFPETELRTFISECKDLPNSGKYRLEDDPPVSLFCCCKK
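Test system: HEK293 cells stably carrying human TRPML3-YFP; Doses: single dose, 3 µM final nominal compound, 0.3% DMSO final; Schedule: dye loading 1 h 37 °C then 30 min ambient, 125 s read; Technique: Fluo-8 calcium fluorescence; Benchmarks: high control carbachol 87 µM, low control DMSO.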
* hit, by the source's call.

Below each SMILES: Wee1 stabilizer	RBBP9 inh	TNF death inh	CHOP inhibitor	Ba/F3 V617F tox	zfTRPN1 agonist	BaF3 tox	PPC-1+TRAIL kill	TRPML3 ag
1. O=C(NCC(c1cccs1)N1CCOCC1)c1ccco1 (stereo not given)
 : 1.3	1.2	-12.2	0.1	1.3	0.9	10.3	5.4	0.7
2. C=CCn1c(C)cc(C(=O)CSc2n[nH]c(N)n2)c1C
 : -1.5	-11.3	-1.5	-10.1	-3.7	-0.8	0.1	11.3	0.2
3. COc1ccc(NC(=O)Cn2nnc(C(N)=O)c2N)c(OC)c1
 : -2.8	-3.8	0.2	4.3	6.0	1.2	6.5	-21.0	0.5
4. CCOC(=O)c1cc(-c2ccc(F)cc2)n(CCC(=O)NC2CCN(Cc3ccccc3)CC2)c1C
 : 1.7	-8.3	0.6	32.4	-2.7	3.3	7.2	3.2	2.3
5. Cn1ncc2c(NCc3cccc(C(F)(F)F)c3)c(C(=O)O)cnc21
 : 0.4	-9.9	1.8	7.2	-0.9	-0.2	6.7	-2.9	0.9
6. Cc1ccc(/C=C2/NC(=O)N(Cc3ccccc3F)C2=O)s1
 : 7.0	-2.7	1.1	-1.1	-4.5	0.3	3.5	17.7	1.2
7. c1ccc(-c2cn3c(n2)-c2ccccc2C3)cc1
 : 0.7	-0.6	-4.0	20.0	8.9	0.8	13.7	44.5	0.4
8. Cc1nc2ccc(S(=O)(=O)NC(C(=O)NC3CCCC3)C(C)C)cc2s1 (stereo not given)
 : 0.8	-1.7	0.1	25.7	-3.4	-0.6	0.8	10.8	-0.5
9. COc1ccc(C(=O)COc2ccc(C)cc2NC(C)=O)cc1
 : -1.7	-9.8	-5.5	-12.8	-2.8	2.2	-3.5	-18.0	2.6
10. Cc1sc2nc(CC(N)=O)[nH]c(=O)c2c1-c1ccccc1
 : 0.1	-1.5	1.3	8.1	-1.5	-0.2	1.6	10.4	0.2
11. O=C(Nc1ccccc1Cc1ccccc1)c1ccccc1NS(=O)(=O)c1ccc(Cl)s1
 : 2.2	-4.8	-2.7	70.8*	3.8	18.9*	11.9	41.5	5.1
12. CC(=O)N/C(=C/c1ccccc1)C(=O)NC(Cc1ccccc1)C(=O)O (stereo not given)
 : -0.3	-1.0	1.6	-5.5	-0.8	2.6	7.6	19.7	1.3
13. CC1CCN(C(c2ccc(N(C)C)cc2)c2nnnn2Cc2ccc(F)cc2)CC1 (stereo not given)
 : -0.1	-0.6	-2.8	68.7	1.6	1.7	4.5	3.7	0.5
14. O=C(NC(=S)Nc1cccc(NC(=O)c2ccc(Cl)cc2Cl)c1)c1cccs1
 : 0.2	-3.9	-0.7	6.8	0.1	1.1	9.5	16.1	1.0
15. Cc1ccc(NCN2C(=O)C3C4C=CC(C4)C3C2=O)cc1 (stereo not given)
 : -0.6	1.6	-7.9	-9.4	8.7	2.5	8.4	0.3	0.0
16. CC(C)(C)c1cc(NC(=O)CSc2nnc(N)s2)n(-c2ccccc2)n1
 : 2.0	-2.4	1.4	3.1	7.8	-0.9	-13.3	7.0	0.1
17. CCOC(=O)c1coc(CNC(=O)c2c(C)oc3c2CCCC3)c1
 : -0.5	-1.0	-0.4	9.9	1.4	-0.5	2.3	2.8	-0.3
18. COc1ccccc1C(CC(=O)Nc1ccccc1C)c1ccc(OC(C)C)cc1 (stereo not given)
 : -1.2	-4.2	1.1	-0.2	1.9	-0.8	8.9	5.5	0.4
19. CCO[C@H]1OC(C(=O)NCc2nc3ccccc3[nH]2)=C[C@@H](c2csc3ccccc23)[C@@H]1CCCO
 : 1.0	-5.9	0.1	22.3	-2.8	2.0	-2.6	23.8	0.5
20. Oc1[nH]c2ccccc2c1N=Nc1ccccc1F
 : 3.3	-8.9	0.8	91.1*	2.1	1.6	3.2	50.0	0.6

Other entries follow.
Below each SMILES: Wee1 stabilizer	RBBP9 inh	TNF death inh	CHOP inhibitor	Ba/F3 V617F tox	zfTRPN1 agonist	BaF3 tox	PPC-1+TRAIL kill	TRPML3 ag
21. CC(C)N(C(=S)NCc1ccccc1)c1ccccc1
 : 1.5	-2.1	-0.5	1.2	-1.5	-0.9	1.9	22.6	0.8
22. Cc1cccc(NC(=O)c2ccc(NS(=O)(=O)c3c(C)noc3C)cc2)c1
 : -0.8	-5.7	0.4	57.4	-2.0	1.2	-2.5	15.3	0.0
23. CCOC(=O)c1c(C)[nH]c(C(=O)COC(=O)COc2ccccc2C=O)c1C
 : 1.3	1.4	1.9	5.7	0.0	1.0	0.9	-0.4	0.7
24. CC(C)C(O)(C#CCN1CCCCC1)c1ccccc1 (stereo not given)
 : 12.2*	8.6	1.7	6.2	-5.9	-1.0	3.1	6.4	0.2
25. O=C(CNC(=O)c1ccccc1Br)N/N=C/c1ccccc1O
 : -2.0	-6.4	-5.6	21.6	3.1	2.5	5.0	4.0	0.0
26. COc1ccccc1C1=NOC(Cn2c(NCCOCCO)nc3c2c(=O)n(C)c(=O)n3C)C1 (stereo not given)
 : -1.7	-8.9	-0.6	-6.4	-0.9	1.0	3.1	5.6	0.5
27. COc1nc2ccccc2c(=O)n1OCC(C)C
 : -0.7	-2.4	0.9	28.0	-3.9	-0.7	0.1	7.3	0.5
28. CC(C)Cc1nc(SCC(=O)Nc2ccc(S(N)(=O)=O)cc2)n[nH]1
 : 1.6	-3.8	0.1	-15.0	-3.4	1.9	-0.1	-1.4	0.8
29. COCc1c(C#N)c(NCCc2ccc(F)cc2)nc(C)c1[N+](=O)[O-]
 : -0.3	-9.1	2.0	48.8	3.8	0.4	6.7	-2.0	1.0
30. COCCCn1c(=O)/c(=C\c2cccc(OC)c2OC)s/c1=C(/C#N)C(=O)Nc1ccc(C(=O)O)cc1
 : -1.6	-21.5	3.2	9.5	-3.1	1.4	1.2	18.1	0.4
31. COCCCNc1ncnc2ccc(C)cc12
 : 6.8	1.4	0.0	19.3	-3.6	0.1	0.8	9.4	1.4
32. O=C(N/N=C/c1ccccn1)c1[nH]c2ccc([N+](=O)[O-])cc2c1-c1ccccc1
 : 7.8	-0.1	-6.9	32.0	-2.6	2.0	4.0	24.1	0.8
33. COc1cc(/C=C/C(=O)OCC(=O)Nc2ccccc2Sc2ccc(Cl)cc2)ccc1O
 : -1.4	-5.5	-0.7	58.1	0.9	-0.9	6.7	23.6	-0.2
34. Cc1noc(C)c1CS(=O)(=O)c1ccc(Br)cc1
 : -2.5	-7.2	-2.2	-17.9	2.0	0.0	-0.8	-11.0	1.1
35. CN1CCN(C(=O)C(N)Cc2ccccc2)CC1 (stereo not given)
 : -2.5	3.9	0.4	-3.9	-2.5	-2.3	8.7	3.2	0.0
36. O=C(CN1C(=O)NC2(CCc3ccccc3C2)C1=O)NCc1ccco1 (stereo not given)
 : -2.2	4.0	0.7	-6.6	-1.9	1.3	4.6	-28.7	0.1
37. CN(C)S(=O)(=O)c1cccc(C(=O)NCC2(N3CCOCC3)CCCCC2)c1
 : -1.2	-2.7	1.5	10.6	2.6	-1.4	-1.2	0.8	0.6
38. CCOC(=O)c1cc(NC(=O)CCC(=O)O)ccc1N1CCCCC1
 : -0.2	0.7	1.0	-2.9	2.7	-0.2	-0.6	16.3	-0.1
39. Cc1cc(N2CCN(c3nnnn3-c3ccccc3)CC2)n2ncnc2n1
 : -0.5	-10.8	1.2	-27.4	0.7	0.9	4.1	-15.2	0.9
40. CCc1ccc(OCCNC(=O)c2ccccc2SCc2ccc(F)cc2)cc1
 : 0.9	-10.3	-10.3	55.1	-0.5	0.0	5.7	-14.3	0.5

More entries.
Below each SMILES: Wee1 stabilizer	RBBP9 inh	TNF death inh	CHOP inhibitor	Ba/F3 V617F tox	zfTRPN1 agonist	BaF3 tox	PPC-1+TRAIL kill	TRPML3 ag
41. Cc1nccn1CCCN1C(=O)CNC1=S
 : 0.1	-9.5	0.6	-21.9	-0.3	1.5	5.3	-1.4	0.0
42. N=C1/C(=C/c2cccn2CCOc2ccccc2)C(=O)N=C2SC=C(c3ccccc3)N12
 : -0.7	-23.0	1.0	26.9	-2.6	0.5	1.9	21.4	0.5
43. COc1ccc(CNc2ncccn2)cc1OC
 : 0.8	3.7	-0.2	4.0	0.1	0.5	7.8	11.5	1.2
44. Cc1cc(C(=O)Nc2ccc3nc(C)sc3c2)c2ccccc2n1
 : 2.8	-1.4	0.9	9.4	9.8	2.4	-6.2	13.1	-0.1
45. CCOC(=O)c1c(-c2ccc(C)o2)csc1NC(=O)CSc1nnnn1-c1ccccc1
 : -0.2	-61.6	-3.6	-13.9	5.9	0.1	7.3	8.9	1.0
46. CCCCn1c(O)c(N=Nc2ccccn2)c2ccccc21
 : 1.2	0.1	0.4	57.8	0.5	-1.2	2.9	-16.0	-0.1
47. Cc1cc(N)n(-c2ccccc2C)n1
 : 3.1	-3.0	0.0	5.6	-2.5	0.0	1.4	1.5	0.5
48. CNc1ccncc1S(=O)(=O)NC
 : -1.7	-4.5	0.1	2.3	1.0	3.3	4.0	2.9	0.4
49. Cc1ccc(S(=O)(=O)N(NC2=NS(=O)(=O)c3ccccc32)C(=O)c2ccccc2)cc1
 : 6.7	-3.3	0.8	-12.1	-1.2	-0.4	3.6	8.9	0.7
50. O=C(CN1C(=O)c2ccccc2C1=O)Nc1cccnc1
 : 3.3	7.8	0.3	7.5	-3.0	-0.7	1.9	6.6	0.6
51. O=C1c2ccccc2S(=O)(=O)N1CC1CC(c2ccccc2Cl)=NO1 (stereo not given)
 : 6.9	-2.2	1.8	-30.1	-2.0	-0.8	2.7	14.8	0.8
52. CC(C(=O)NN=C(c1ccccc1)c1ccccc1)N1CCOCC1 (stereo not given)
 : -0.1	2.9	0.1	3.8	1.8	-1.1	7.1	7.3	0.1
53. CNC(=O)c1[nH]cnc1C(=O)Nc1ccc(C)cc1
 : 1.7	4.2	-5.1	4.6	-0.6	0.5	4.3	19.7	0.3
54. O=C(Nc1ccccc1-c1ccccc1)NC1CC2CCCC(C1)N2CCc1ccccc1 (stereo not given)
 : 1.3	-6.9	2.8	19.8	1.6	-1.0	7.0	8.0	0.1
55. COc1ccc(N2CCN(C(=O)CNS(=O)(=O)c3ccc(C)c(C)c3)CC2)cc1
 : -1.2	1.6	1.3	2.4	-2.5	-1.5	3.3	31.4	-0.9
56. Cc1ccc(C(=O)c2ccccc2C(=O)OCC(=O)NCCc2ccccc2)cc1
 : 2.4	-0.2	1.7	14.4	-0.1	-2.2	7.4	22.3	-0.2
57. Cc1nn(Cc2ccccc2Cl)c(C)c1NC(=O)NC12CC3CC(CC(C3)C1)C2
 : -1.7	-7.3	-0.9	47.4	4.8	0.4	8.1	13.2	-0.3
58. CCCn1ncc(CN2CCC(CO)(Cc3ccc(OC)cc3)CC2)c1C
 : 0.0	-5.5	1.0	13.0	2.2	0.2	2.2	11.9	0.9
59. C=CCC1(O)C(=O)N2C(=C1C(=O)N1CCOCC1)c1ccccc1CC2(C)C (stereo not given)
 : 1.1	-6.2	-0.3	-2.2	-4.0	-0.8	1.0	-4.0	0.6
